# Screening results as filed in PubChem.
# hgDAF12 agonist: H. glycines DAF-12 receptor agonists, primary screen, cell-based, luminescence, HEK293, GAL4 fusion, UAS-luciferase | AID 687014, 2013 | HEK293 GAL4-hgDAF12 UAS-luciferase reporter, agonist luminescence; normalized to butyrate control | activation, % at 6.8 µM | hit rate 1.8% among 370,000;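 active means activation above a cutoff set at the mean of all screened compounds plus 3 SD, cut at about 10% in these data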;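 further: 0% = DMSO wells and 100% = sodium butyrate wells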
# GC-A act: GC-A stimulated cGMP production enhancers – HEK293 GC-A cells, cGMP TR-FRET, EC30 ANP, primary screen | Atrial natriuretic peptide receptor 1 (Homo sapiens), P16066 | 0% at EC30 ANP, 100% saturating ANP | activation, % at 10 µM | hit rate 0.14% among 370,000; in the data active means activation above about 40%
# GAA850 FXN act: FXN promoter activators, primary screen, cell-based, luciferase luminescence, HEK293 lucGAA850; activation, % at 6 µM; hit rate 0.56% among 360,000; HEK293 lucGAA850 FXN promoter luciferase reporter, 24 h; percent of 10 µM SAHA response; AID 540364, 2011;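 active means activation above the average of all compounds screened plus 3 SD, cutoff fixed separately per campaign, cut at about 7.5% in these data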;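 further: 0% = DMSO wells and 100% = 10 µM SAHA wells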
# SMARCA2 act: SMARCA2 (BRM) function activators, primary screen, cell-based, luminescence, high throughput; MG213 cells, MMTV-luciferase reporter, dexamethasone, overnight; activation, % at 9.1 µM; hit rate 1% among 370,000; in the data active means activation above about 7.8%;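 further: 0% = vehicle wells and 100% = reference activator wells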
# hcDAF-12 act: H. contortus DAF-12 nuclear receptor activators, primary screen, cell-based, luminescence, HEK293, lit1-tk-luc reporter; hit rate 1.4% among 370,000; HEK293 hcDAF-12 lit1-tk-luc reporter; 0% DMSO, 100% Δ7-dafachronic acid; activation, % at 6.8 µM; AID 652067, 2013;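 active means activation above the mean of all tested compounds plus 3 SD, cut at about 5.5% in these data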;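 further: 100% = response to 3 µM Δ7-dafachronic acid high control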
# ssDAF-12 act: S. stercoralis DAF-12 nuclear receptor activators, primary screen, cell-based, luminescence, HEK293, GRIP1 co-expression, lit1-tk-luc | Nuclear hormone receptor DAF-12 (Strongyloides stercoralis) | activation, % at 6.8 µM | HEK293 ssDAF-12/GRIP1 lit1-tk-luc reporter; % of 3 µM dafachronic acid response | hit rate 1% among 370,000 | AID 652126, 2013;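 active means activation above the mean over all tested compounds plus 3 SD, cut at about 0.9% in these data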;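 further: 0% = DMSO-only wells and 100% = 3 µM delta7-dafachronic acid wells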
# PG9 Ab binder: binders of HIV-1 gp120 antibody PG9, primary screen, biochemical, TR-FRET; inhibition, % at 6.7 µM; hit rate 0.43% among 360,000; TR-FRET gp120-PG9 antibody binding; HIV-1 gp120 / PG9 antibody interaction; AID 624416, 2012; in the data active means inhibition above about 8.5%
# ADAM10 inh: human ADAM10 inhibitors, primary screen, biochemical, QFRET, HTS | Disintegrin and metalloproteinase domain-containing protein 10 (Homo sapiens), O14672 | recombinant ADAM10, EDANS/DABCYL FRET peptide cleavage, 3 h | inhibition, % at 7 µM | hit rate 0.62% among 370,000 | AID 720582, 2013;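 active means inhibition above a per-campaign cutoff equal to the mean of compounds falling between control-based bounds plus 3 SD, cut at about 20% in these data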;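 further: 0% = DMSO wells while the 100% control is not disclosed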
# ADAM17 inh: ADAM17 inhibitors, primary screen, biochemical, QFRET; Disintegrin and metalloproteinase domain-containing protein 17 (Homo sapiens), P78536; recombinant ADAM17, EDANS/DABCYL FRET peptide cleavage; inhibition, % at 6.95 µM; hit rate 0.83% among 370,000;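 active means inhibition above the mean of compounds lying between control limits plus 3 SD, set per campaign, cut at about 8.5% in these data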;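 further: 0% = DMSO-only wells as the low control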
# Target sequence (P78536 215-824 limits assumed): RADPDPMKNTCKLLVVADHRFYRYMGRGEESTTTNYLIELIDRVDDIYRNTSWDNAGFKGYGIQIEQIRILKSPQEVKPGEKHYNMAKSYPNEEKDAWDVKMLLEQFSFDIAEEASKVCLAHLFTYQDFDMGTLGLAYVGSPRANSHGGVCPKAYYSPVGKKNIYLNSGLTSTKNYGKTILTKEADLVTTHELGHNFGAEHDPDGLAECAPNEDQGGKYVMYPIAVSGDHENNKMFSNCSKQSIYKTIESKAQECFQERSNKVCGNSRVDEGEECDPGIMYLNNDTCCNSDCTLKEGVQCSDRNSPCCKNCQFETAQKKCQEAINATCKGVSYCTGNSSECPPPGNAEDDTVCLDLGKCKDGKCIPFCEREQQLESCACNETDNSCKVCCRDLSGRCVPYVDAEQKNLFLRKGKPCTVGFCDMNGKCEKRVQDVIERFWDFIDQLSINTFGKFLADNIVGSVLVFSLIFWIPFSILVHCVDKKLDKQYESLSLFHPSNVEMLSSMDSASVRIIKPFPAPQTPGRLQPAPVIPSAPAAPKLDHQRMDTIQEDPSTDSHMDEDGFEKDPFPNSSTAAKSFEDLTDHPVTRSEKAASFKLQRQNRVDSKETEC
# DAX1 inh-1: DAX1 (NR0B1) inhibitors on StAR promoter, primary screen, cell-based, luminescence, SF-1 (NR5A1), full-length DAX-1 | HEK293T StAR-luciferase reporter, SF-1/DAX-1 repression relief | hit rate 1.1% among 370,000 | AID 652010, 2013 | inhibition, % at 6.8 µM;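 active means inhibition above the mean over all tested compounds plus 3 SD, cut at about 3.6% in these data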;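 further: 0% = DAX-1 cells with DMSO and 100% = cells lacking DAX-1 with DMSO; higher inhibition means more luminescence from relief of DAX-1 repression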
# DAX1 inh-2: DAX1 (NR0B1) inhibitors, primary screen, cell-based, HEK293, Gal4-DAX1, luciferase luminescence; Nuclear receptor subfamily 0 group B member 1 (Homo sapiens), P51843; inhibition, % at 6.75 µM; hit rate 0.99% among 340,000; AID 504766, 2011; HEK293 Gal4-DAX1 luciferase reporter;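 active means inhibition above the mean over all tested compounds plus 3 SD, cut at about 4.2% in these data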;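 further: 0% = DAX1-transfected cells with DMSO and 100% = empty-vector control cells with DMSO; inhibition shows as a rise in luminescence from relieved DAX1 repression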
# Target sequence (P51843 207-470 limits assumed): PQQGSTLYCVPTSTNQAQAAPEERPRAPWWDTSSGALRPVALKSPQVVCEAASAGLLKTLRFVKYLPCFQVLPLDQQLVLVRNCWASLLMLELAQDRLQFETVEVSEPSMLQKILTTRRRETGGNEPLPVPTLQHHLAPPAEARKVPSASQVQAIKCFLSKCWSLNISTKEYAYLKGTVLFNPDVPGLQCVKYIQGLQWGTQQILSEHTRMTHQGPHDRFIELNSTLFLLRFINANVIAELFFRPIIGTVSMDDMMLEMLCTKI
# An asterisk follows results filed as active; i = inactive; · = no result given.
SMILES,hgDAF12 agonist,GC-A act,GAA850 FXN act,SMARCA2 act,hcDAF-12 act,ssDAF-12 act,PG9 Ab binder,ADAM10 inh,ADAM17 inh,DAX1 inh-1,DAX1 inh-2
O=C(NC(=S)Nc1ncccn1)c1ccc(F)cc1,4.9,-4,2.5,4,3.2,0.2,2.7,-5,-4,0.6,2.7
O=C(/C(=C/O)N=Nc1ccccc1)c1ccco1,-1.2,1,1.6,0,0.4,-0.9,-5.5,-1,-1,-0.7,0.8
Cc1ccc(S(=O)(=O)NCC(=O)OC(C)C(=O)NCc2ccc3c(c2)OCO3)cc1 (centres undefined),-0.4,3,1.9,-2,-0.5,-0.9,0.4,-6,-2,-0.9,-1.8
O=C(Nc1cccc(C(F)(F)F)c1)c1ccc(Cn2cc(Br)cn2)o1,-4.7,-1,-3.0,-4,-2.2,-2.3,-0.1,16,5,-2.4,-3.2
COc1cccc(-n2ccnc2SCC(=O)Nc2cc(OC)ccc2OC)c1,-2.0,-1,-0.9,-1,-1.7,-1.3,0.0,4,-1,0.0,-0.8
CCOCCn1c(CN2CCc3ccccc3C2)nc2c1c(=O)n(C)c(=O)n2C,-2.2,5,0.4,-1,0.0,-0.9,2.8,0,-7,1.8,-2.0
Cc1ccc2cc(CCNC(=O)c3ccc(Br)o3)c(=O)[nH]c2c1,1.8,-9,1.0,1,0.1,-0.4,0.5,-31,-12,0.3,0.0
c1ccc(-c2nc(-c3nccc4ccccc34)oc2-c2ccccc2)cc1,18*,-10,6.9,4,15*,3.0*,1.5,-70,-31,4.8*,5.0*
COc1ccc(-c2csc(N3C(=O)C4C5c6ccccc6C(c6ccccc65)[C@@H]4C3=O)n2)cc1 (some centres undefined),-0.9,2,1.9,-4,-1.0,-1.5,0.4,-3,1,0.3,2.1
CCCn1cnnc1CNC(=O)[C@H]1O[C@@H](n2ccc(=O)[nH]c2=O)[C@H](O)[C@@H]1O,-2.5,4,·,5,-0.3,-1.0,-2.4,-2,1,-1.3,·
CCN1CCN(C(=O)c2cc(COc3ccc4ncccc4c3)on2)CC1,-3.1,-1,-1.6,-5,-2.5,-2.3,-0.7,-2,-3,-3.5,-2.1
Cc1ccc(OCCn2ccnc2)c(C)c1,1.1,5,1.0,-1,-2.1,-1.4,0.6,6,-10,-0.3,0.8
CCCc1nc2oc3c(OC)ncnc3c2c2c1COC(C)(C)C2,-2.1,7,1.0,-3,-1.6,-0.7,-0.5,5,-2,0.2,1.5
Nc1nc2ccc(Cl)cc2cc1C(=O)NCCc1ccc(Cl)cc1Cl,-0.7,-4,·,-1,3.4,0.2,-0.8,-53,-14,0.1,·
CCOc1ccc(C(=O)NCC(=O)OCC(=O)N(C)CC(=O)Nc2ccccc2CC)cc1OCC,0.3,-1,1.1,3,0.5,-1.2,0.6,-7,-1,0.6,0.7
CCCCOc1ccc(C(=O)NCc2ccncc2)cc1,-2.1,2,-0.3,-1,-1.4,-1.9,-1.7,2,-1,-1.6,-1.8
Cc1ccn2cc(CCNC(=O)CC(C)(C)C)nc2c1,2.4,3,0.8,1,0.1,-1.0,0.2,-29,-12,0.8,-0.2
CC(C)(C)NC(=O)C(c1ccncc1)N(CC1CCCO1)C(=O)Cn1nnc(-c2ccc(F)cc2)n1 (centres undefined),0.8,-2,-0.3,3,-0.5,-1.4,-1.1,1,-5,-0.2,1.5
COc1ccc(N2CC(C(=O)N[C@@H](CC(C)C)C(=O)NC3CCCC3)CC2=O)cc1 (some centres undefined),-0.8,3,-1.5,-1,1.8,-0.5,-2.2,13,-4,-0.2,-0.1
CC(=O)Nc1ccc(S(=O)(=O)NCCC(=O)NC2CCCCCC2)cc1,1.6,2,-0.3,-4,-1.5,-1.3,1.3,2,-6,0.9,-0.6
Cc1cccc(C2=NN(c3ccccc3)[C@H](CO)[C@H]2c2ccc(Cl)cc2)c1,0.6,5,-0.5,1,-0.9,-0.9,1.9,i,i,-0.8,0.7
CC(=O)OC(C(=O)NCS(=O)(=O)c1ccc(C)cc1)c1cccnc1 (centres undefined),-0.8,0,2.9,2,-0.2,-1.1,-1.5,1,-1,-0.2,0.0
CCN(Cc1ccccc1OC)CC1CCCN(CCc2cccc(OC)c2)C1 (centres undefined),0.8,-3,-0.6,-2,-1.4,-0.9,-1.1,-5,1,-0.7,0.8
CC12CCC3(CC1CCC1OC12)OCCO3 (centres undefined),0.9,0,2.6,-4,-0.9,-0.8,2.6,-2,-1,-1.0,-0.1
COCCCn1c(SCc2nnc(-c3ccccc3)o2)nc2sc3c(c2c1=O)CCC3,1.8,2,0.4,-2,-1.4,-1.3,-0.9,5,-2,-0.7,-0.1

# Profiles as entered above. Screens in order: hgDAF12 agonist	GC-A act	GAA850 FXN act	SMARCA2 act	hcDAF-12 act	ssDAF-12 act	PG9 Ab binder	ADAM10 inh	ADAM17 inh	DAX1 inh-1	DAX1 inh-2
# Shown for `CCCn1cnnc1CNC(=O)[C@H]1O[C@@H](n2ccc(=O)[nH]c2=O)[C@H](O)[C@@H]1O` : -2.5	4	·	5	-0.3	-1.0	-2.4	-2	1	-1.3	·
# Shown for `CC(C)(C)NC(=O)C(c1ccncc1)N(CC1CCCO1)C(=O)Cn1nnc(-c2ccc(F)cc2)n1` (centres undefined) : 0.8	-2	-0.3	3	-0.5	-1.4	-1.1	1	-5	-0.2	1.5

# The listing continues.
SMILES,hgDAF12 agonist,GC-A act,GAA850 FXN act,SMARCA2 act,hcDAF-12 act,ssDAF-12 act,PG9 Ab binder,ADAM10 inh,ADAM17 inh,DAX1 inh-1,DAX1 inh-2
O=C(O)C1CC(=O)N(c2ccc(Br)cc2)C1 (centres undefined),1.6,-1,-0.6,-1,-1.9,-1.0,0.8,-4,-3,-0.1,-0.4
CCN(CC)c1ccc(N2C(=O)/C(=C\c3cccnc3)SC2=S)cc1,-0.3,-10,-0.9,-2,-1.3,-0.7,1.5,-18,-4,-0.3,0.4
Cc1ccccc1C(=O)c1c[nH]c(C(=O)NCCCn2ccnc2)c1,-2.1,3,-0.8,0,-1.9,-1.4,-0.6,5,0,0.0,-0.5
CCCCNC(=O)NNC(=O)COc1cccc(C)c1C,-0.5,-1,1.7,1,-1.9,-1.7,0.1,-6,-3,0.3,1.6
CC[C@@H](C(=O)n1nc(C)cc1C)[C@H](NS(=O)(=O)c1ccc(C)cc1)c1ccccc1,-1.5,-5,0.7,-2,-1.1,-1.0,0.7,11,2,0.7,-0.5
COC(=O)C[C@@H]1CC[C@H]2[C@@H](COc3ccc(NC(=O)c4cc(C)on4)cc3C(=O)N2C)O1,2.4,3,·,-3,-1.2,-0.9,·,1,1,-0.2,·
COc1ccc(C2C(=O)N(C3CCCCC3)CC(=O)N2CCc2ccccc2)cc1OC (centres undefined),-2.5,-1,-1.3,-4,-2.7,-1.3,2.1,0,3,0.4,-0.2
CC1(C)Cc2nc3sc(C(N)=O)c(N)c3cc2CO1,5.0,-4,2.3,-3,-0.4,-1.3,-1.5,-11,-5,0.7,0.2
Cc1ccc(-n2nnnc2SCn2nnc3ccccc3c2=O)cc1,13*,-2,1.8,4,1.4,-0.2,0.3,-5,-1,0.2,1.6
Cc1cc2cc(CNC(=O)c3cccc([N+](=O)[O-])c3)ccc2[nH]1,-2.5,1,-1.0,-1,0.7,-1.4,-0.4,0,4,-0.6,-0.7
CCn1c(CN2CCOCC2)nnc1SCC(=O)Nc1ccc(C(C)=O)cc1,-0.1,2,-0.1,-1,-0.7,-0.9,-4.4,-2,-4,1.6,0.4
COC(=O)c1c(NC(=O)COC(=O)CNC(=O)c2cccc(OC(F)F)c2)sc(C)c1C,0.5,-6,0.6,-2,-1.6,-2.0,-2.1,6,5,0.2,2.8
COCCn1nnnc1C(c1cccs1)N1CCN(c2ccccc2)CC1 (centres undefined),1.9,-4,0.5,0,-1.2,-1.7,0.1,3,-3,-0.3,0.8
O=C(NN1C(=O)C2C3C=CC(C3)C2C1=O)c1ccccc1 (centres undefined),3.0,-1,2.3,0,-2.3,-1.7,-2.1,-6,-2,0.3,3.0
Cc1ccc(SCc2[nH]nc3c2C(c2cccnc2)C(C#N)=C(N)O3)cc1 (centres undefined),-5.2,-10,1.7,-2,0.0,-0.9,-0.6,-9,-1,0.4,-0.7
O=C1CN(S(=O)(=O)c2cc(C(F)(F)F)ccc2Cl)CCN1,-1.5,-1,4.7,2,-1.7,-0.6,-3.0,4,1,-1.6,0.4
CCn1c(-c2cccn(Cc3ccccc3)c2=O)n[nH]c1=S,-1.7,1,3.4,-4,-2.2,-1.0,-1.1,0,1,0.3,1.8
CCc1ccc(NC(=O)CC2C(=O)N(c3cccc(C)c3)C(=O)N2C2CC2)cc1 (centres undefined),-1.1,4,0.7,-2,0.9,-1.6,-1.2,-7,0,0.6,0.1
CCN1C(=O)[C@H]2[C@@H](c3ccc(OC)cc3)N3C(=O)CN(CCOC)C(=O)[C@@]3(Cc3ccccc3)[C@H]2C1=O,-1.3,1,0.4,0,-1.0,-1.1,0.9,-10,-5,0.5,1.1
O=[N+]([O-])c1cc(Br)cc(C=Nc2ccc3c(c2)OCO3)c1O,4.2,-6,0.1,-3,1.5,-0.5,-0.6,-6,1,0.4,0.3
O=C(OCC(=O)N1CCN(c2ccccc2)CC1)c1ccc(Cl)nc1,1.9,2,1.3,-2,3.2,-0.9,-0.7,-4,-2,0.8,-0.5
COc1cc(OC)cc(-c2nnc(SCC(=O)Nc3cccc(C(=O)O)c3)s2)c1,-0.5,-1,0.4,1,-1.2,-0.9,-0.1,-5,-3,0.2,0.3
COc1ccc(CC(=O)Nc2cc(S(=O)(=O)Nc3ccc(OC)cc3)ccc2OC)cc1,-2.2,1,-1.1,-5,-1.4,-1.7,0.0,17,4,-3.0,-0.9
COC(=O)c1sccc1NC(=S)Nc1cc(OC)ccc1OC,-3.7,2,-2.7,-3,0.5,-1.0,1.4,-4,-4,0.5,1.2
NS(=O)(=O)c1ccc(CCNC(=O)NC23CC4CC(CC(C4)C2)C3)cc1,-1.8,0,-0.2,-3,-1.1,-0.8,-0.4,6,4,0.1,-1.2
Cc1sc2nc(SCc3nnc(-c4cccs4)o3)n(C3CCCC3)c(=O)c2c1C,2.9,4,1.3,1,-1.4,-1.4,0.1,-3,0,0.7,-0.4
Cc1ccccc1NC(=O)CN1C(=O)CSc2ccc(S(=O)(=O)N3CCCC3)cc21,0.9,-1,-0.7,-2,-2.3,-1.3,-0.5,-12,0,-0.9,0.4

# The order is random, and some 6.8% of all compounds hit somewhere here.
